Source: PubChem BioAssay
GPR151 ag: human GPR151 activation; PathHunter beta-arrestin GPR151 cells, luminescence; Q8TDV0; activation, % at 11.2 µM; AID 1508602; 650,000 tested, 1% active; in the data active = activation above about 4.9%;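 also: 0% = median of compound wells and 100% = cells with positive control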
FBW7 activator: human FBW7 E3 ligase activation, primary screen | 650,000 tested, 0.13% active | normalized activity (activation), % at 26.1 µM | AlphaScreen FBW7–phospho-cyclin E peptide binding, activator screen | AID 1259310 | Q969H0; in the data active = normalized activity above about 1.9%;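 also: purified mutant Fbw7 with reduced substrate affinity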
Target sequence (Q969H0 whole entry, looked up): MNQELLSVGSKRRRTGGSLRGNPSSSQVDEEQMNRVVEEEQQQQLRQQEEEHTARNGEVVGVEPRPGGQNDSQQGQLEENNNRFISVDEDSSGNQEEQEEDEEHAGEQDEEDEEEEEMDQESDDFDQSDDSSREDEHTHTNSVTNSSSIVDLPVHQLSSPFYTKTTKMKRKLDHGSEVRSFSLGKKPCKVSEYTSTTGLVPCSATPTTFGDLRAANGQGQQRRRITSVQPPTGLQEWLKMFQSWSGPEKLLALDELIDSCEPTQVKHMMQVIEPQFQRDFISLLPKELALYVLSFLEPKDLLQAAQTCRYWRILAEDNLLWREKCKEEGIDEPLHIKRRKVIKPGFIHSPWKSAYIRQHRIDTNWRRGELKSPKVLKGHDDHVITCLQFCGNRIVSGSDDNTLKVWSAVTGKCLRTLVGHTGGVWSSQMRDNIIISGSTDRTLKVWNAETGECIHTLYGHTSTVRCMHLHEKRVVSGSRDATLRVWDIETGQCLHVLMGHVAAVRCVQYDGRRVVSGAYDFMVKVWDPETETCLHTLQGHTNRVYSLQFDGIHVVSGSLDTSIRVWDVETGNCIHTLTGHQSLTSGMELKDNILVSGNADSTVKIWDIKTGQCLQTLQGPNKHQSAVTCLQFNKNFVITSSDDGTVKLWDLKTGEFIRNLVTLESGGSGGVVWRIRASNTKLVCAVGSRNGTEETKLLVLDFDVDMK
MITF primary: inhibitors of human MITF | inhibition, % at 2.6 µM | 650,000 tested, 0.91% active | AlphaScreen MITF homodimerization, bead proximity signal | AID 1259374 | O75030; in the data active = inhibition above about 50%;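 also: 0% = vehicle wells with protein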
TEAD-YAP inh: TEAD-YAP interaction inhibition | HEK-TIYL cells, TEAD-Gal4/YAP UAS-luciferase luminescence | inhibition, % at 9.12 µM | 640,000 tested, 1.4% active; in the data active = inhibition above about 32%;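 also: 0% = median of test compound wells and 100% = reference inhibitor wells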
An asterisk follows results filed as active.

Each structure is followed by: GPR151 ag, FBW7 activator, MITF primary, TEAD-YAP inh
- Nc1c(C(=O)OCC(=O)NC2CCCc3ccccc32)[nH]c(=O)[nH]c1=O (centres undefined)
    2.3, -0.2, 5, 1
- N=C1/C(=C/c2cn(Cc3ccc(F)cc3)c3ccccc23)C(=O)N=C2SC(C(F)(F)F)=NN12
    -1.0, 0.0, 4, 5
- CCn1cc(/C=C(\NC(=O)c2ccccc2)C(=O)NC(C)C)c2ccccc21
    2.7, 0.0, -30, -3
- O=C(Nc1ccccc1)/C(=C\c1ccco1)NC(=O)c1ccccc1Br
    -1.6, -0.3, 2, -4
- COc1ccc(C(=O)CC2(O)C(=O)Nc3ccccc32)cc1 (centres undefined)
    -0.1, -0.1, 7, 9
- COc1ccc([N+](=O)[O-])cc1NC(=O)C(C)OC(=O)c1ccc(F)cc1F (centres undefined)
    -0.4, -0.1, 0, -5
- CC1=NNc2c([N+](=O)[O-])nc(C)n2C1
    -0.2, -0.2, 5, 0
- Cc1nonc1C(=O)Nc1ccc2ccccc2c1
    -6.4, -0.1, 10, -54
- COc1cc(C(=O)N(C)Cc2ccccc2)cc(OC)c1OC
    0.0, -0.1, -2, 3
- O=C(NC(=S)Nc1ccc(-c2nc3ccccc3s2)cc1)c1cncc(Br)c1
    -1.8, 0.2, 13, -60
- CS(=O)(=O)c1ccccc1C(=O)Nc1ccc(S(=O)(=O)N2CCCC2)cc1
    0.1, 0.0, 4, 5
- Cn1c(=O)c([N+](=O)[O-])c(NCC2CCCO2)c2ccccc21 (centres undefined)
    -0.8, -0.1, -4, -7
- CC(NCC(=O)c1cccs1)c1ccccc1 (centres undefined)
    1.3, 0.0, 45, 8
- COc1cc2c(cc1OC)C1C(C(=O)N3CCCCC3)c3ccccc3C(=O)N1CC2 (centres undefined)
    -0.4, 0.1, 15, -9
- O=C(NCc1ccco1)c1scc2c1CCCC2
    -1.2, 0.1, 10, -11
- CCOC(=O)c1c(NC(=O)CSc2nnc(CNC(=O)c3cc(OC)cc(OC)c3)n2Cc2ccccc2)sc2c1CCC2
    0.5, 0.3, 27, -13
- CC(C)(CO)NC(=O)CC1C(=O)NCCN1Cc1ccc(F)c(F)c1 (centres undefined)
    1.5, -0.1, 3, 9
- COc1ccc(Cl)cc1C(=O)Nc1ccc2c(c1)oc1ccccc12
    0.3, -0.1, -5, -1
- CCOc1ccc(NC(=O)C(=O)NCCN2CCN(Cc3ccccc3Cl)CC2)cc1
    1.6, 0.2, 9, 0
- CCOC(=O)C1(Cc2ccc(Cl)cc2)CCN(C(=O)c2ccc(COC)o2)CC1
    2.7, -0.1, 3, 2
- O=C(CCS(=O)(=O)c1ccc(Br)cc1)NCc1ccc(F)cc1
    -0.1, 0.2, -42, -5
- CN(C)CCNc1c(-c2ccccc2)c(=O)c1=O
    -1.3, 0.0, 3, 0
- COC(=O)C1=C(O)/C(=C\c2cc(C)n(-c3ccccc3C)c2C)N=C1C
    0.7, 0.1, 25, -39
- O=C(CC(=O)c1ccccc1O)c1ccc(Cl)cc1
    -0.3, 0.1, 6, -27
- CCOC(=O)c1cnc2cc(Cl)c(OC)cc2c1Nc1cccc(OC)c1
    -0.3, 0.0, -18, -22
- CC(=O)Nc1ccc2nc(SCC(=O)NC3CCCCC3)sc2c1
    0.5, 0.0, 6, -23
- O=C1/C(=C\c2ccc(-c3ccc([N+](=O)[O-])cc3)o2)SC(=Nc2ccccc2)N1c1ccccc1
    -2.0, 0.2, 13, -45
- COc1cc(Nc2nc(SCc3ccccc3Cl)nc3ccccc23)cc(OC)c1
    1.9, 0.0, 6, -8
- COc1cc2c(cc1OC)C(C(=O)NCc1cccnc1)C(c1cccs1)N(C)C2=O (centres undefined)
    -0.5, 0.2, 8, -8
- CCN(CC)Cc1c(C(=O)N/N=C/c2ccc3c(c2)OCO3)nnn1-c1nonc1N
    0.8, 0.1, 3, -1
- Cn1nnnc1SCC(=O)c1ccc2c(c1)NC(=O)CO2
    -1.5, 0.3, 8, 4
- CCCC1=NN(c2nc3ccccc3s2)C(=O)/C1=C(/C)N1CCOCC1
    1.8, 0.1, 9, 11
- O=c1[nH]c2ccc(NC(=S)NCCN3CCOCC3)cc2[nH]1
    -1.3, 0.2, 0, 8
- CCCCN1C(=O)C(O)=C(C(C)=O)C1c1ccc(Br)cc1 (centres undefined)
    0.8, 0.0, 1, 16
- COc1ccc(C(=O)N2CCN(C(=O)Cc3ccccc3)CC2)cc1OC
    -0.4, -0.1, -2, 11
- COc1ccc(C2CC(c3ccc(Br)cc3)=NN2C(=O)CCN2CCCCC2)cc1 (centres undefined)
    1.9, -0.1, -4, -2
- O=[N+]([O-])c1cc(N=Cc2ccccc2O)ccc1Cl
    -0.1, -0.1, -4, 2
- CCOC(=O)C1=C(CS(=O)(=O)c2ccc(F)c(C)c2)NC(=O)NC1c1ccccc1 (centres undefined)
    0.1, -0.1, 7, 9
- COc1ccc(CCCC(=O)NC(C)c2ccccc2)cc1 (centres undefined)
    4.7, 0.0, -4, -4
- CCOC(=O)C1=C(C)N=c2s/c(=C\c3ccc(C)cc3)c(=O)n2C1c1cc(OC)ccc1OC (centres undefined)
    0.4, 0.4, 9, -3

Reformatted with tabs: ten of the compounds above
SMILES	GPR151 ag	FBW7 activator	MITF primary	TEAD-YAP inh
CN(C)CCNc1c(-c2ccccc2)c(=O)c1=O	-1.3	0.0	3	0
COC(=O)C1=C(O)/C(=C\c2cc(C)n(-c3ccccc3C)c2C)N=C1C	0.7	0.1	25	-39
O=C(CC(=O)c1ccccc1O)c1ccc(Cl)cc1	-0.3	0.1	6	-27
CCOC(=O)c1cnc2cc(Cl)c(OC)cc2c1Nc1cccc(OC)c1	-0.3	0.0	-18	-22
CC(=O)Nc1ccc2nc(SCC(=O)NC3CCCCC3)sc2c1	0.5	0.0	6	-23
O=C1/C(=C\c2ccc(-c3ccc([N+](=O)[O-])cc3)o2)SC(=Nc2ccccc2)N1c1ccccc1	-2.0	0.2	13	-45
COc1cc(Nc2nc(SCc3ccccc3Cl)nc3ccccc23)cc(OC)c1	1.9	0.0	6	-8
COc1cc2c(cc1OC)C(C(=O)NCc1cccnc1)C(c1cccs1)N(C)C2=O (centres undefined)	-0.5	0.2	8	-8
CCN(CC)Cc1c(C(=O)N/N=C/c2ccc3c(c2)OCO3)nnn1-c1nonc1N	0.8	0.1	3	-1
Cn1nnnc1SCC(=O)c1ccc2c(c1)NC(=O)CO2	-1.5	0.3	8	4

(next part)
Each structure is followed by: GPR151 ag, FBW7 activator, MITF primary, TEAD-YAP inh
- COc1cc(N)ccc1NC(=O)c1cccs1
    -1.4, -0.1, 14, -10
- CCOC(=O)c1c(NC(=O)CN2C(=O)NC3(CCCCC3)C2=O)sc2c1CCC2
    0.5, 0.1, 5, 3
- O=C(CCl)Nc1ccc(N2CCCCC2)cc1
    1.7, 0.2, -13, 15
- O=C1CN(C(=O)c2cccc(Cl)c2)C(c2ccccc2)c2cc(Br)ccc2N1 (centres undefined)
    2.2, -0.1, -2, -8
- COC(=O)/C=C1\SC(=Nc2ccc(Cl)c(Cl)c2)NC1=O
    4.1, 0.0, 2, 0
- CCCCNC(=O)Nc1nnc(SCC(=O)OCC)s1
    0.9, 0.1, 1, -5
- O=C(COC(=O)/C=C/c1ccccc1[N+](=O)[O-])Nc1ccc2[nH]c(=O)[nH]c2c1
    1.9, 0.0, 1, -2
- CCOC(=O)c1[nH]ncc1[C@@H]1C[C@H]2CN(c3cccc(OC)c3)C(=O)[C@]23CCCN13
    4.2, 0.1, -3, -6
- O=C(NCc1nnc(SCC(=O)N2CCc3ccccc32)o1)c1c(F)cccc1Cl
    0.1, -0.1, 5, -10
- COC(=O)c1ccc(/C=C/C(=O)c2c(O)ccc3c(C)cc(=O)oc23)cc1
    0.2, 0.2, 3, 2
- COc1ccc(/C=C(/C#N)c2nc(C3CC3)cs2)cc1OCc1ccccc1
    0.6, 0.0, 2, -4
- COc1ccc(NC(=O)c2ccc(Cn3c(=O)[nH]c4ccsc4c3=O)cc2)cc1
    -0.4, 0.1, 7, 8
- CC1=C([N+](=O)[O-])C(c2ccc(Cl)cc2)NC(=O)N1C (centres undefined)
    0.9, -0.6, -10, -12
- CCC(=O)Nc1cc(Cl)ccc1N1CCN(C(=O)CC)CC1
    -0.3, -0.2, 7, 16
- CCOC(=O)C(N)CSC1CC(=O)N(c2ccc(I)cc2)C1=O (centres undefined)
    -0.8, 0.0, 10, -6
- O=C(Cn1cnc2c(nnn2Cc2ccc(F)cc2)c1=O)NCC1CCCO1 (centres undefined)
    -0.3, 0.2, 6, -1
- COC(=O)c1ccc(CC2(C)C(=O)Nc3cc(C(F)(F)F)ccc32)o1 (centres undefined)
    -0.8, 0.0, 9, 2
- N#Cc1ccc(Cn2c(-c3ccc(Cl)cc3)noc2=O)cc1
    1.0, -0.1, -9, 4
- Cc1ccc(S(=O)(=O)NC(=O)COc2ccc3ccccc3c2)cc1
    -0.4, 0.0, 4, 9
- Cc1cc(C(=O)CCl)c(C)n1-c1ccccc1
    0.2, 0.1, -4, -1
- CCc1nnc(-c2ccc(NC(=O)COc3ccc(Cl)cc3)cc2)o1
    -0.1, 0.3, 10, -8
- Cc1ccc(-n2c(C)cc(/C=N/NS(=O)(=O)c3cccc([N+](=O)[O-])c3)c2C)cc1
    1.7, 0.0, 10, -6
- CCC1CCCCN1C(=O)CN1C(=O)NC(C)(c2ccc3ccccc3c2)C1=O (centres undefined)
    2.1, -0.1, 4, 4
- COc1ccc(C2CC(=O)C3=C(C2)Nc2ccccc2NC3c2cc(OC)c(OC)cc2OC)cc1 (centres undefined)
    1.2, 0.0, 2, -4
- CCc1c(C)sc(NC(=O)c2cc3nc(-c4ccc(Cl)cc4)cc(C(F)(F)F)n3n2)c1C#N
    -1.3, -0.1, -6, -1
- CN(C1CCCCC1)S(=O)(=O)c1ccc2c(c1)c(=O)c(C(=O)N1CCOCC1)cn2C
    1.0, 0.0, 9, -12
- Cc1ccc(C2CC(c3cccs3)=NN2C(=O)CSc2nnc(CNC(=O)c3ccc([N+](=O)[O-])cc3)n2-c2cc(C)ccc2C)cc1 (centres undefined)
    4.4, -0.2, -13, -10
- O=C(Nc1ccc(S(=O)(=O)Nc2nccs2)cc1)NC12CC3CC(CC(C3)C1)C2
    -2.1, -0.5, 3, 19
- O=C(NCCCCc1ccccc1)c1cccc([N+](=O)[O-])c1
    -0.3, -0.1, 2, -2
- Cc1ccc(NC(=O)C2CC=CCC2C(=O)O)cc1NC(=O)c1ccc(Cl)cc1 (centres undefined)
    1.5, 0.0, 5, 8
- COc1cccc(N2CCN(C(=O)c3cccn4c(=O)c5cc(Cl)ccc5nc34)CC2)c1
    -0.6, 0.1, -4, -1
- Fc1ccc(-c2nc3cnccn3c2NCc2ccc3c(c2)OCO3)cc1F
    0.9, 0.3, -12, 0
- CCOc1ccccc1NC(=O)c1cn(-c2ccc(F)cc2F)c(=O)c2ccccc12
    0.8, 0.0, 9, 0
- O=C(c1ccccc1)C(C(=O)N1CCc2ccccc2C1)n1ccccc1=O (centres undefined)
    2.3, -0.2, -12, 8
- Cc1nc2ccccc2cc1C(=O)NCc1cccnc1
    -0.7, 0.1, -2, 0
- CC1=C(C(N)=O)C(c2ccccc2Cl)n2nc(-c3cccc(C)c3)nc2N1 (centres undefined)
    -1.0, 0.0, 6, -3
- COc1ccc(N2CC(C(=O)OCC(=O)Nc3ccc(F)c(Cl)c3)CC2=O)cc1 (centres undefined)
    0.2, 0.4, -10, 9
- CCN(CC)S(=O)(=O)c1cc(C(=O)Nc2cccc([N+](=O)[O-])c2)ccc1Cl
    0.1, 0.0, 11, -58
- COc1cc(S(=O)(=O)Nc2cnc3ccccc3c2)ccc1Cl
    2.9, 0.3, -9, -29
- N=C1S/C(=C\c2cn[nH]c2-c2ccc(Cl)cc2)C(=O)N1c1nonc1N
    0.3, 0.2, 11, 10
- c1nc2nc(Nc3ccc(N4CCOCC4)cc3)nc(Nc3ccc4c(c3)OCO4)c2[nH]1
    -0.3, 0.7, 21, 45*
- Cn1c(=O)[nH]c(=O)c2c1ncn2Cc1ccccc1F
    0.8, -0.1, 2, -3
- Cc1cc(C)n(S(=O)(=O)c2ccccc2[N+](=O)[O-])n1
    -0.5, -0.1, -8, -5
- COc1ccc(C2/C(=C(\O)c3ccc(Cl)cc3)C(=O)C(=O)N2c2nc3ccccc3s2)c(OC)c1 (centres undefined)
    -0.7, -0.3, -1, 41*
- COc1ccc(C)cc1NC(=O)Cn1c(=O)oc2ccccc21
    1.2, 0.0, -6, 2
- CCCCN(C(=O)CNC(=O)c1cccs1)C(C(=O)NC1CCCC1)c1ccncc1 (centres undefined)
    -0.5, 0.1, 11, -9
